Screening results: PubChem, National Center for Advancing Translational Sciences (NCATS)
NPSR antagonist: qHTS Assay for Antagonists of the Neuropeptide S Receptor: cAMP Signal Transduction; CHO-NPSR cells, cAMP TR-FRET, antagonist mode; AID 1461, 2008; Potency, µM (top dose mostly 38.3 µM), inactives show at the top dose activity change, negative = inhibition, usual class: inhibitors; 220,000 tested, 1% active; note: potency is the fitted concentration of half-maximal effect; % is set by controls: 0 for no effect and ±100 for the full control effect; nearly all actives have a fitted effect of over 50% in size; many of its hits are not listed in these tables
Target sequence (Q6W5P4 whole entry, looked up): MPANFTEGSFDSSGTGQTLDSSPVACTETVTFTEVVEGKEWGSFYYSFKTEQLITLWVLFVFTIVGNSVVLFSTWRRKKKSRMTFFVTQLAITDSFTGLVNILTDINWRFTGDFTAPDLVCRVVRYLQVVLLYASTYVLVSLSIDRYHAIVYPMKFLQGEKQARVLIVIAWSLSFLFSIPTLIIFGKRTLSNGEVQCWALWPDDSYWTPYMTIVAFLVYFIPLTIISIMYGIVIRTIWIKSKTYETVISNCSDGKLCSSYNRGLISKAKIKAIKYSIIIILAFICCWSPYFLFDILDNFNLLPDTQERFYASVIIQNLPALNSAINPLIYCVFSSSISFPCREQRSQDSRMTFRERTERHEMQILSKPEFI
GLA spleen mod: qHTS Assay for Inhibitors and Activators of Human alpha-Galactosidase From Spleen Homogenate | Alpha-galactosidase A (Homo sapiens), P06280 | Potency, µM (highest dose often 80 µM), for the others: top-dose activity change, negative = inhibition, hits mostly inhibitors | human spleen homogenate, 4MU-alpha-Gal fluorescence, 40 min | 240,000 tested, 0.008% active;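 note: potency is the fitted concentration of half-maximal effect; 0% = enzyme with vehicle and -100% = no enzyme basal signal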
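Spleen homogenate 1 ug + cpd (titration) + 4-MU-alpha-D-galactopyranoside 1 mM; 37C 40 min; 50 mM citrate/phosphate pH 5.0, 0.01% Tween-20; stop pH 10; fluorescence 365/440; AC50 via Hill.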
KinaseGlo FLuc: Counterscreen for Luciferase (Kinase-Glo TM) Inhibition | AID 1379, 2008 | Potency, µM (titrated, usually from 38.3 µM), for the others: at the top dose activity change, negative = inhibition, hits mostly inhibitors | Luciferin 4-monooxygenase (Photuris pensylvanica), Q27757 | Kinase-Glo luciferase, ATP luminescence, 8 min | 200,000 tested, 0.28% active; note: potency is the fitted concentration of half-maximal effect; % is set by controls: 0 for no effect and ±100 for the full control effect; nearly all actives have a fitted effect of over 60% in size
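Compounds were added to a substrate mix at pH 7.2 (50 mM imidazole, 10 uM ATP, within the enzyme's linear range), followed by Kinase-Glo detection reagent; luminescence was measured after 8 minutes at ambient temperature.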
Lamin A splicing: qHTS Assay for Modulators of Lamin A Splicing; 200,000 tested, 0.01% active; Potency, µM (doses to about 46.1 µM), for the others: at the highest dose ratio change, negative = inhibition, most hits filed as inhibitors; HeLa LMNA splicing GFP/RFP minigene ratio, 48 h; active = well fitted inhibition curve with a large enough effect in the signal ratio, with a control signal flat, not every such curve was filed as active; inconclusive = small, poorly fitted or top-dose-only effect, or effect the other way, or a change in a side signal; the % refers to the signal ratio; note: potency is the fitted concentration of half-maximal effect; % is set by controls: 0 for no effect and ±100 for the full control effect
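S3 HeLa cells stably expressing lamin A-EGFP splicing minigene plus DsRed2, 600 cells/well, 48 h compound exposure at 37C. Laser-scanning cytometry; analysed as GFP (500-530 nm)/RFP (575-640 nm) total intensity ratio; 0.5% DMSO vehicle.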
CBFb-RUNX1 inh: qHTS Assay for Compounds Blocking the Interaction Between CBF-beta and RUNX1 for the Treatment of Acute Myeloid Leukemia. AID 1477, 2009. 230,000 tested, under 10 active. AlphaScreen CBFb-His/RUNX1-biotin binding, biochemical. Runt-related transcription factor 1 (Homo sapiens) + Core-binding factor subunit beta …. Potency, µM (top dose mostly 59.8 µM), without a hit: at the top dose activity, negative = inhibition, usual class: inhibitors; note: % of control where 0% means no effect
Target sequence (Q01196 whole entry, looked up): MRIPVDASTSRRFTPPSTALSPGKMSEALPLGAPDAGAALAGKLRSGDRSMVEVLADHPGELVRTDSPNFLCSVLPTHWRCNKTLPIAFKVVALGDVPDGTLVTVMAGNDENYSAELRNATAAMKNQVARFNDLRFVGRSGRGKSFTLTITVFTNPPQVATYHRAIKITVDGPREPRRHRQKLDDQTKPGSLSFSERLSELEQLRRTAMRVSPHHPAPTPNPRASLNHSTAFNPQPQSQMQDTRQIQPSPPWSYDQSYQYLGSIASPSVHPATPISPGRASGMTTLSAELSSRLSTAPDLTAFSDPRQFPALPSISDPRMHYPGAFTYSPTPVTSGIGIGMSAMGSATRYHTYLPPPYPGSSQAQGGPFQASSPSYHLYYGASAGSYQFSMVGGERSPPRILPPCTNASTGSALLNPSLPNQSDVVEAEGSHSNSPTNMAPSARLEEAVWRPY
Target sequence (Q13951 whole entry, looked up): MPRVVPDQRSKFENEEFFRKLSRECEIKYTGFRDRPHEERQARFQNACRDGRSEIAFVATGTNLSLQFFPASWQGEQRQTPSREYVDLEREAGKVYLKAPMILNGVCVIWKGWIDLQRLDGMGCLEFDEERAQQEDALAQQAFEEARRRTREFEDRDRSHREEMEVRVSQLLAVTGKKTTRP
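AlphaScreen proximity signal reports loss of binding between His-tagged CBF-beta and biotin-labelled RUNX1, each at 30 nM. Proteins are pre-associated for 20 minutes, compounds added for 15 minutes, then beads for 90 minutes, all at ambient temperature.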
Epigenetic derep: Quantitative High-Throughput Screen for Regulators of Epigenetic Control. murine LDR cells, GFP reporter derepression, 30 h. Potency, µM (titrated, usually from 53.9 µM), without a hit: at the highest dose GFP activation, hits mostly activators. 280,000 tested, 0.2% active. AID 1865, 2009; note: potency is the fitted concentration of half-maximal effect; % of control where 0% means no effect; nearly all actives have a fitted effect of over 60% in size
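Readout is the number of GFP-expressing murine LDR cells, counted by cytometry following washing. Cells were treated with compound for 30 h at 37 C; the stably integrated CMV-GFP locus is normally silent.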
IMPase Li inh: qHTS Assay for Identifying the Cell-Membrane Permeable IMPase Inhibitors: Potentiation with Lithium. CHO-M1 cells, IP1 TR-FRET (IP-One), carbachol + lithium. Potency, µM (titrated, usually from 59.4 µM), for inactives: at the top dose activity, negative = IMPase inhibition, actives largely listed as inhibitors. 210,000 tested, 0.35% active. AID 1457, 2008;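 note: IP1 builds up when IMPase is blocked and the TR-FRET signal falls; potency is the fitted concentration of half-maximal effect; plate controls were basal vehicle for no effect and high inhibitor control for full effect; nearly all actives have a fitted effect of over 50% in size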
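CHO cells stably expressing M1 receptor (2000/well) were cultured 16–30 h, then exposed to compounds with a small lithium addition for 30 min at 37C. IP1 was measured by TR-FRET competition; AC50 from Hill fits.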
Active calls of the source: *; ? = inconclusive; nt = no result given; & = joins results of further samples; [ ] = dose if it differs, or a comment. Unless noted, calls come from the whole dose curve; as a rule, active = well fitted curve in the direction sought with a large enough effect; inconclusive = small, poorly fitted or top-dose-only effect, or another doubt; inactive = no such curve, though single readings can be large; an effect the other way counts as inactive or inconclusive. Only part of the results is shown (hit frequency here may not be typical).

SMILES | NPSR antagonist | GLA spleen mod | KinaseGlo FLuc | Lamin A splicing | CBFb-RUNX1 inh | Epigenetic derep | IMPase Li inh
COc1ccc(N(C)C(=O)c2onc3c2CCCC3)cc1 | 4% | -10% | -2% | 4% | 1% | -1.0% | 1%
CCn1c(=NC(=O)COc2ccccc2)sc2cccc(F)c21 | -2% | 1% | nt | nt | 8% | -1.2% | nt
O=C(O)c1cccc2c1C(=O)N(C1CCCCC1)C2 | -5%[46.1 µM] | 7% | -3% | 2% | 0% | 0.2% | -3%[38.3 µM]
CN(Cc1cn(-c2ccccc2)nc1-c1ccc(F)cc1)C(=O)CCC(=O)O | -18% | 7% | 3% | 1% | 6% | -1.8% | -4%
C=CC[N+]1(CC=C)CCOCC1 | -12% | 3% | -4% | 2%[46 µM] | 24% | -4.0% | 3%
O=C(C1CCN(Cc2ccccc2)CC1)N1CCN(C/C=C/c2ccccc2)CC1 | 12% | 3% | 2% | -3% | 2% | -5.1% | -2%
COc1cc2[nH]c(=S)nc(NCc3ccccn3)c2cc1OC | -1% | -2% | 7% | 13%[46 µM] | -9% | -3.9% | -3%
CSc1ccccc1NC(=O)NCCCl | 6% | 3% | 1% | ? | 10% | -2.6% | 0%
CNC(=O)c1ccc(CNC(=O)OCc2ccccc2)cc1 | 7% | -2% | 1% | 3%[46 µM] | 5% | 0.0% | 3%
COc1ccc(OC)c(S(=O)(=O)NC(N)=NCCc2ccccc2OC)c1 | 3% | 4% | 2% | nt | 3% | -0.1% | 0%
O=C1OC2C[C@H]1[C@@H]1C(=O)N(Cc3ccccc3)CCC1C2I (some centres not stated) | nt | 10% | 0%[39.9 µM] | nt | 12% | 3.0% | -9%
COc1ccc2c(c1)CCc1c(C(=O)Nc3ccn(Cc4ccc(C)cc4)n3)noc1-2 | 0%[46.1 µM] | -4% | 5% | 9% | 2% | 5.1% | 10%[38.3 µM]
O=C(NC1CC1)c1c[nH]c2ccc(S(=O)(=O)Nc3cccc(C(F)(F)F)c3)cc2c1=O | -30%[46.1 µM] | 2% | 5% | -10% | -1% | -1.4% | -2%[38.3 µM]
Cn1c(=O)c2c(ncn2CC(COCc2ccc(Cl)cc2)OCc2ccc(Cl)cc2)n(C)c1=O (configuration not stated) | -29%[46.1 µM] | 6% | -3% | ? | 3% | -7.6% | 36%[activator][38.3 µM]
Cc1noc(/C=C/c2ccco2)c1S(=O)(=O)N1CCC(C(=O)NC(C)c2ccccc2)CC1 (configuration not stated) | -21%[46.1 µM] | -15% | 0% | 8% | -5% | 13% | 2%[38.3 µM]
O=[N+]([O-])c1ccc(/C=N/N/C(=N/c2ccccn2)c2ccccn2)cc1 | -7%[46.1 µM] | 5% | -4% | 1% | -8% | -0.7% | 4%[38.3 µM]
CCCC(=O)NC(c1cccs1)c1cc(Cl)c2cccnc2c1O (configuration not stated) | ? | 4% | -1% | ? | -11% | ? | 20%
CCCCOc1ccccc1C(=O)NCCCC(=O)O | -10%[46.1 µM] | 9% | -3% | -3% | 3% | -0.2% | 4%[38.3 µM]
Cc1ccc(C(=O)OCc2nc(N)nc(Nc3ccccc3C)n2)cc1 | 11% | -7% | 1% | -23% | -11% | -1.1% | 2%
O=C(COC(=O)c1ccc(O)cc1)Nc1nccs1 | 1% | -6% | -2% | -7%[46 µM] | 0% | 2.5% | 0%
Clc1cc(Sc2ccc(Br)cc2)nnc1-c1ccccc1 | ? | 5% | 2% | ? | 0% | -1.1% | 18%[38.3 µM]
COC(=O)c1ccc(/C=N/Nc2nc(-c3ccc(C)cc3)cs2)cc1 | 15% | 0% | 4% | -8% | 3% | 1.0% | -2%
c1ccc(CNc2ncncc2-c2cccnc2)cc1 | nt | 10% | nt | 4% | nt | nt | 3%
C1=Nc2ccccc2CN1c1ccccc1 | 16% | 3% | -16% | 6% | -6% | 0.9% | 0%
O=[N+]([O-])c1ccc(N2CCCC2)cc1NCc1ccccc1 | ? | 1% | -2% | 3% | -8% | -0.9% | 9%[38.3 µM]

Continued, overlapping the part above by 2 compounds.
SMILES | NPSR antagonist | GLA spleen mod | KinaseGlo FLuc | Lamin A splicing | CBFb-RUNX1 inh | Epigenetic derep | IMPase Li inh
C1=Nc2ccccc2CN1c1ccccc1 | 16% | 3% | -16% | 6% | -6% | 0.9% | 0%
O=[N+]([O-])c1ccc(N2CCCC2)cc1NCc1ccccc1 | ? | 1% | -2% | 3% | -8% | -0.9% | 9%[38.3 µM]
CC(=O)Nc1ccc(/C=C(\C#N)C(=O)NC2CCCCC2)cc1 | 9% | -12% | -1% | ? | 6% | 1.1% | 8%
O=C(O)c1nn2cc(CCO)cnc2c1Cl | 57% | 0% | 0% | 0%[46 µM] | 8% | 3.4% | 3%
CC(=O)Oc1c(-c2ccco2)oc2ccccc2c1=O | -31% | -7% | 3% | -19%[46 µM] | 16% | -0.6% | -4%
CC(C)(C)NC(=O)CN1CCN(C(=O)CCl)CC1 | 29% | -4% | nt | nt | 5% | 3.8% | 3%
O=S(=O)(c1ccccc1)N1CCC2(CCN(C(c3ccccc3)c3ccccc3)CC2)CC1 | nt | -1% | 0% | nt | nt | nt | 10%
COc1ccc(CCNC(=O)C2CCCN(C(=O)N(C)C)C2)c(OC)c1 (configuration not stated) | 1%[46.1 µM] | -11% | -1% | -3% | -3% | -1.0% | 28%[38.3 µM]
NNc1nc(C(F)(F)F)nc2ccccc12 | -4% | 0% | nt | nt | -1% | -1.3% | -6%
COc1ccc(C2SCC(=O)N2CC23CC4CC(CC(C4)C2)C3)cc1 (configuration not stated) | ? | -16% | -5% | -5% | 1% | -3.9% | 36%[38.3 µM]
O=C1CCCC(O)=C1C1NCCc2ccccc21 (configuration not stated) | 1%[46.1 µM] | 2% | 0% | 7% | -2% | -1.3% | 18%[38.3 µM]
CC(C)C(=O)N(Cc1cc(=O)[nH]c2ccccc12)c1ccccc1 | ? | 11% | 1% | 4% | 3% | -0.7% | 27%[38.3 µM]
CC(C)n1nnc2c(=O)oc3ccccc3c21 | 3% | -4% | 0% | ? | 7% | -1.6% | -9%
Cc1cc(C)cc(NC(=O)CSCc2cnn(-c3ccccc3)c2-n2cccc2)c1 | -17%[46.1 µM] | 2% | -5% | -16% | -12% | -1.0% | 33%[activator][38.3 µM]
N#Cc1ccc(CSc2nnc(-c3ccccn3)n2-c2ccccc2)cc1 | 2%[46.1 µM] | -6% | -6% | 1% | -9% | 0.5% | 11%[38.3 µM]
O=C(Nc1ccc(NC(=O)C2CC2)nc1)c1ccco1 | -6%[46.1 µM] | -1% | -7% | 11% | 9% | -0.9% | -4%[38.3 µM]
O=C(NC1CC1)C1=C[C@@H](c2ccc(Br)cc2)C[C@@H](OCCCCO)O1 | 7% | -3% | nt | nt | 9% | 1.2% | 2%
CCOC(=O)Cc1c(Sc2ccccc2)c2ccccc2n1C | 5% | -1% | 3% | -25% | 3% | 0.0% | 12%
O=C(Nc1ccc(Cl)c(S(=O)(=O)N2CCOCC2)c1)c1ccc2c(c1)OCCO2 | -6% | -14% | 0% | -15%[46 µM] | -4% | -1.5% | 8%
NC(=O)c1cnccn1 | 3% | 9%&0%&-19%&-12% | -1%&-1%&-3% | ? | 4% | 1.1%&-1.2%&-0.5% | 7%&-4%&5%&3%
Cc1cc(NC(=O)c2ccccc2)n(-c2nc3ccccc3[nH]2)n1 | -18% | 3% | 3% | -15%[46 µM] | 7% | 7.3% | 9%
O=C(CSc1nnnn1-c1ccccc1)c1cc2ccccc2oc1=O | -10%[46.1 µM] | 5% | 4% | -5% | 6% | 0.9% | 0%
CCN1C(=O)CC(N2CCC(Cc3ccccc3)CC2)C1=O (configuration not stated) | 12%[46.1 µM] | -3% | -1% | 4% | 1% | 0.0% | 6%[38.3 µM]
COc1ccccc1NC(=O)Nc1nc(C(C)(C)C)cs1 | -40% | 1% | 0% | nt | 13% | 1.1% | -24%
Cc1ccc(S(=O)(=O)N2CCOCC2)cc1NC(=O)CNC1CCCC1 | -30% | -8% | nt | -2%[46 µM] | 3% | 2.2% | nt
CC(=O)Nc1ccc(NC(=O)COc2ccc(S(=O)(=O)NC(C)c3ccccc3)cc2)cc1 (configuration not stated) | -2% | -1% | 3% | -3%[46 µM] | 1% | -1.2% | 3%
CCC(=O)Nc1ccc(C(=O)NNC(=O)COc2cccc(C)c2)cc1 | 5% | 3% | 3% | -2% | 6% | 0.0% | -2%
Next section.
SMILES | NPSR antagonist | GLA spleen mod | KinaseGlo FLuc | Lamin A splicing | CBFb-RUNX1 inh | Epigenetic derep | IMPase Li inh
COc1ccc(CN(C)C(=O)COC(=O)c2ccc3c(c2)OCO3)cc1OC | -3%[46.1 µM] | -4% | 14% | 5% | -7% | -0.3% | 10%[38.3 µM]
Cc1cc[n+](CC(=O)c2ccc(NC(=O)c3ccccc3)cc2)c2ccccc12 | -2% | 6% | -3% | ? | -20% | -6.1% | 28%
Cc1nc2c3ccccc3nc(SCC(=O)N3CC(C)CC(C)C3)n2n1 (configuration not stated) | -12%[46.1 µM] | 6% | -4% | -21% | 0% | 0.0% | -10%[38.3 µM]
Cc1cc(=O)[nH]c(SCc2cn3ccccc3n2)n1 | -22% | 3% | -1% | nt | -3% | -2.5% | -7%
Cc1ccc(S(=O)(=O)N2CCC(C(=O)N[C@@H](C)C(=O)NCc3ccccc3)CC2)cc1 | 19%[46.1 µM] | 11% | 6% | 22% | 7% | -5.3% | -1%[38.3 µM]
Cc1cc(C)c2nc(N3CCCC(C(=O)N4CCN(c5ncccn5)CC4)C3)sc2c1 (configuration not stated) | ? | 0% | -1% | 6% | 0% | -12% | -12%[38.3 µM]
COC(=O)N1C2=C(c3ccccc3[C@@H]1CC(=O)Nc1ccc3cc4ccccc4cc3c1)[C@@H]1C(=O)N(c3ccccc3)C(=O)[C@@H]1[C@H](C)C2 | nt | 7%[17.5 µM] | -4%[7.66 µM] | 1%[9.22 µM] | -1%[13.1 µM] | nt | 7%
Cc1nnsc1C(=O)N/N=C/c1c(F)cccc1Cl | 1% | 3% | -4% | -7%[9.22 µM] | 7% | 1.1% | 6%
